Screening data from PubChem.
A549 tox = A549 cytotoxicity, counter-screen for Nrf2 inhibitors; A549 ARE-Fluc cells, CellTiter-Fluor viability, 18-24 h; 390,000 compounds, 0.16% hits; Potency, µM (doses to about 46 µM), for inactives: top-dose activity change, negative = cytotoxicity, usual class: inhibitors; also: potency is read from the fitted curve at half-maximal effect; % is scaled to controls: 0 for no effect and ±100 for the full control effect
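Cytotoxicity counterscreen: CellTiter-Fluor fluorescence was measured in A549 ARE_Fluc cells after 18-24 h of compound exposure in a concentration series. The subsequent BugLite luminescent read reports ARE-luciferase activity.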
Akt phos inh = blocks phosphorylation of Akt. Neuro2A IGF-stimulated pAkt S473 HTRF, 20 min; hits give low values. activity change, % for hits at 50 µM. 360,000 compounds, 0.32% hits; in the data active = activity change below about -80%; inconclusive = mostly about -51% to -80%; also: % is scaled to controls: 0 for no effect and ±100 for the full control effect
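Single-point screen (50 µM final compound) in Neuro2A cells stimulated 20 min with 6 nM IGF at 37 deg C. After lysis, Ser473-phosphorylated Akt read by HTRF (ex 330 nm, em 615/665 nm) as the 665/615 ratio.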
Nrf2 inh = blocks Nrf2 signaling; A549 ARE-Fluc reporter, luciferase luminescence, 18-24 h; Potency, µM (top dose mostly 46 µM), for inactives: at the highest dose activity change, negative = inhibition, most hits filed as inhibitors; AID 504444; 360,000 compounds, 2.1% hits; also: potency is read from the fitted curve at half-maximal effect; % is scaled to controls: 0 for no effect and ±100 for the full control effect; nearly all actives have a fitted effect of over 60% in size
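Nrf2 function is reported as luminescence of an ARE-controlled luciferase in A549 cells. Compounds were tested at several concentrations, and a CellTiter-Fluor read on the same wells flagged cytotoxicity.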
Nrf2 activator = activates Nrf2 signaling; AID 624171; Potency, µM (top dose mostly 46.1 µM), for the others: at the highest dose activation, actives largely listed as activators; 410,000 compounds, 0.31% hits; AREc32 ARE-luciferase reporter (MCF7-derived line), luminescence, 24 h; also: potency is read from the fitted curve at half-maximal effect; % of control where 0% means no effect; nearly all actives have a fitted effect of over 65% in size
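AREc32 cells carrying an ARE-driven firefly luciferase, 1000 cells/well in OPTI-MEM with 5% FBS, dosed after overnight attachment and incubated 24 hr at 37 deg C. Steady-Glo luminescence read after 30 min at RT.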
EPAC2 agonist = EPAC2 (human) agonism | Q8WZA2 | EPAC2 activation, biochemical qHTS; response scale: 100% = 6.5 mM cAMP response | Potency, µM (titrated, usually from 154 µM), for inactives: top-dose activation, most hits filed as activators | 360,000 compounds, 0.079% hits | AID 720711; also: potency is read from the fitted curve at half-maximal effect; nearly all actives have a fitted effect of over 50% in size
Target sequence (Q8WZA2 whole entry, looked up): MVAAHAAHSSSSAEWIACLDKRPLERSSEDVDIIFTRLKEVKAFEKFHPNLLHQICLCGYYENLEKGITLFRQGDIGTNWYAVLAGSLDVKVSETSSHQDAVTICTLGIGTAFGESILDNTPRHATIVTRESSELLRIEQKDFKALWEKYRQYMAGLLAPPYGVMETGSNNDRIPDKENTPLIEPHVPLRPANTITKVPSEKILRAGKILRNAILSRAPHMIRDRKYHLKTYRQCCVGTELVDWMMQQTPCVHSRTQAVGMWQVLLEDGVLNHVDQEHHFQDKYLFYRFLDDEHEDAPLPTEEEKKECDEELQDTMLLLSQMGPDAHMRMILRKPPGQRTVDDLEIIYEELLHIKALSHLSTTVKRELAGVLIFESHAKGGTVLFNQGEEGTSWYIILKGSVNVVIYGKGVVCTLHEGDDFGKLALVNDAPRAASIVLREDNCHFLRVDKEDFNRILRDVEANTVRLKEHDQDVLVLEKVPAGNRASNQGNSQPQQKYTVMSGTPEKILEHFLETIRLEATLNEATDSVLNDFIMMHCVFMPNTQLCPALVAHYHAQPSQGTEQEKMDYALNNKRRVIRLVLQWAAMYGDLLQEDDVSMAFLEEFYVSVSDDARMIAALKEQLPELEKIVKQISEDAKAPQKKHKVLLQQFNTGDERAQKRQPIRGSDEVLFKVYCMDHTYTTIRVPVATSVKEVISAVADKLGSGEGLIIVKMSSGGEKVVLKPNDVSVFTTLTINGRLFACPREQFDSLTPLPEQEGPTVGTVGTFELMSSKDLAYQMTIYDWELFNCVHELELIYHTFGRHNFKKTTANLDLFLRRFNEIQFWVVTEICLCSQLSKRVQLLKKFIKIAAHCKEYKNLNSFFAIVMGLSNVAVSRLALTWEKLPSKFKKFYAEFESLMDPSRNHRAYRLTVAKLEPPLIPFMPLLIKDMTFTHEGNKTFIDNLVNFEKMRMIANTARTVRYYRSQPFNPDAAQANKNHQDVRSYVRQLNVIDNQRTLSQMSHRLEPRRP
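Each well held 100 nM EPAC2, 250 nM RAP1B-BODIPY-GDP and 50 uM GDP. Fluorescence, read at 5-min intervals to 30 min, was referenced to a 6.5 mM cAMP positive control.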
EPAC2 antag = blocks human EPAC2 exchange factor. EPAC2 GEF exchange of Rap1B-BODIPY-GDP, fluorescence. 360,000 compounds, 0.18% hits. Potency, µM (series often up to 114 µM), without a hit: at the highest dose activity, negative = inhibition, hits mostly inhibitors. Q8WZA2; also: potency is read from the fitted curve at half-maximal effect; % is scaled to controls: 0 for no effect and ±100 for the full control effect; nearly all actives have a fitted effect of over 45% in size; many of its hits are not listed in these tables
TGFb SMAD3 inh = inhibitors of TGF-b signaling | 410,000 compounds, 1.2% hits | Potency, µM (doses to about 46.1 µM), for inactives: at the top dose activity, negative = inhibition, actives largely listed as inhibitors | HepG2 CAGA-GFP TGF-b/SMAD3 reporter, GFP fluorescence, 18 h; TGF-beta stimulated, 500 pg/mL final; also: potency is read from the fitted curve at half-maximal effect; % is scaled to controls: 0 for no effect and ±100 for the full control effect; nearly all actives have a fitted effect of over 65% in size
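First, reporter cells (HEPG2 CAGA-GFP) rested 2 h at 37 degrees C. Next, compounds were pinned in and TGF-beta added to 500 pg/mL final. After 18 h, GFP was imaged per cell and summed per well.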
CCT chaperon mod = cytosolic chaperonin activity modulation | purified chaperonin ATPase assay, HTRF ADP detection, 30 min | activity change, % (concentration not given with the values), hits read low | 360,000 compounds, 0.3% hits | AID 651819; in the data active = activity change below about -30%; also: % is scaled to controls: 0 for no effect and ±100 for the full control effect
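TRiC (40 or 20 nM final, by batch activity) in 30 mM Tris pH 7.4, 100 mM KCl, 5 mM MgCl2, 1 mM DTT was treated with compound at 76 uM single dose, then 10 uM ATP, 30 min at 37 °C. ADP was read by HTRF Transcreener.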
MmCpn inh = M. maripaludis TRiC chaperonin inhibition. purified Mm-Cpn ATPase, ADP Transcreener TR-FRET. Potency, µM (top dose mostly 76.9 µM), for the others: top-dose activity, negative = inhibition, hits mostly inhibitors. 330,000 compounds, 0.031% hits. AID 504842; also: potency is read from the fitted curve at half-maximal effect; % is scaled to controls: 0 for no effect and ±100 for the full control effect; nearly all actives have a fitted effect of over 80% in size
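Purified archaeal chaperonin (25 nM final) was preincubated with compound for 10 min at 37°C, then ATP (10 uM final) was added for 30 min at 37°C in Tris pH 7.4/KCl/MgCl2/DTT buffer. ADP was quantified by HTRF Transcreener TR-FRET.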
* marks the source's active call; other numbers are inactive results; [ ] = remark or other dose. Unless noted, calls follow the shape of the dose curve; as a rule, active = well fitted curve in the direction sought with a large enough effect; inconclusive = small, poorly fitted or top-dose-only effect, or another doubt; inactive = no such curve, though single readings can be large; an effect the other way counts as inactive or inconclusive. An excerpt. The share of hits here may be higher or lower than overall.

Results for COc1ccc(S(=O)(=O)NC(=O)C2(C)CCN2C(=O)COc2ccc(Cl)cc2)cc1OC (centres undefined) ?
Akt phos inh: inactive; Nrf2 activator: 0.1%; EPAC2 agonist: -3%; EPAC2 antag: inconclusive; TGFb SMAD3 inh: 17%; CCT chaperon mod: 0.1

Results for CCn1c(O)c(N=NC2=NC(=O)CS2)c2ccccc21 ?
A549 tox: inconclusive; Akt phos inh: inactive; Nrf2 inh: 4%; Nrf2 activator: 2.3%; EPAC2 agonist: 6%; EPAC2 antag: 1%; TGFb SMAD3 inh: 0%; CCT chaperon mod: -0.5; MmCpn inh: -2%

Results for Cc1ccc(CC2CC(=O)N(c3ncccn3)C2=O)cc1 (centres undefined) ?
A549 tox: -5%; Akt phos inh: inactive; Nrf2 inh: 0%; Nrf2 activator: -0.4%; EPAC2 agonist: 2%; EPAC2 antag: 1%; TGFb SMAD3 inh: 12%; CCT chaperon mod: 0.9; MmCpn inh: -2%

What do the screens show for `Nc1nc(SCC(=O)Nc2ccccc2-c2ccccc2)n[nH]1`?
A549 tox: -10%; Akt phos inh: inactive; Nrf2 inh: 15%; Nrf2 activator: 0.2%; EPAC2 agonist: 5%; EPAC2 antag: -2%; TGFb SMAD3 inh: -2%; CCT chaperon mod: -11; MmCpn inh: 2%

How did Cc1cccc(NC(=S)N2CCC(NC(=O)c3cccc(F)c3)CC2)c1 do in these assays?
A549 tox: 8%; Akt phos inh: inactive; Nrf2 inh: -9%; Nrf2 activator: 0.0%; EPAC2 agonist: 7%; EPAC2 antag: 1%; TGFb SMAD3 inh: -2%; CCT chaperon mod: -3.2; MmCpn inh: -1%

Results for O=C(Nc1nc2c(s1)CCCC2)c1ccc(Br)s1 ?
A549 tox: inconclusive; Nrf2 activator: inconclusive; EPAC2 agonist: 18%; EPAC2 antag: -1%; TGFb SMAD3 inh: -21%; CCT chaperon mod: -1.0; MmCpn inh: -5%

Results for COc1ccc(C(=O)N2CCN(C3CCCCC3)CC2)cc1OC ?
A549 tox: 3%; Akt phos inh: inactive; Nrf2 inh: -14%; Nrf2 activator: 0.1%; EPAC2 agonist: 14%; EPAC2 antag: 5%; TGFb SMAD3 inh: 14%; CCT chaperon mod: -0.5; MmCpn inh: 0%

Results for N#CC1=C(N)Oc2cc(N)ccc2C1c1ccc(F)cc1F (centres undefined) ?
A549 tox: 12%; Akt phos inh: inactive; Nrf2 inh: -1%; Nrf2 activator: 6.2%; EPAC2 agonist: 3%; EPAC2 antag: inconclusive; TGFb SMAD3 inh: 3%; CCT chaperon mod: 0.0; MmCpn inh: 2%

How did CCc1nnc(NC(=O)CCC(=O)N2CCN(Cc3ccc(F)cc3)CC2)s1 do in these assays?
A549 tox: 0%; Akt phos inh: inactive; Nrf2 inh: inconclusive; Nrf2 activator: -0.3%; EPAC2 agonist: 4%; EPAC2 antag: 8%; TGFb SMAD3 inh: 0%; CCT chaperon mod: -1.4; MmCpn inh: 2%

What do the screens show for `COc1ccc(Cl)cc1NC(=O)[C@H]1O[C@@H]2OC(C)(C)O[C@@H]2[C@H]2OC(C)(C)O[C@H]21`?
A549 tox: 17%; Nrf2 inh: -1%; Nrf2 activator: 0.4%; TGFb SMAD3 inh: -11%

Results for COc1ccc2nc(C)[nH]c(=O)c2c1 ?
A549 tox: -2%; Akt phos inh: inactive; Nrf2 inh: 6%; Nrf2 activator: -0.3%; EPAC2 agonist: 4%; EPAC2 antag: -4%; TGFb SMAD3 inh: 0%; CCT chaperon mod: -3.1; MmCpn inh: 0%

What do the screens show for `O=C(NC1CCCCC1)C(c1cccs1)N(CC1CCCO1)C(=O)c1csnn1` (centres undefined)?
A549 tox: -14%; Akt phos inh: inactive; Nrf2 inh: 1%; Nrf2 activator: -0.6%; EPAC2 agonist: -7%; EPAC2 antag: 2%; TGFb SMAD3 inh: -3%; CCT chaperon mod: 0.3; MmCpn inh: 1%

How did Cc1cccc2cc(C#N)c(NCCCNS(=O)(=O)c3ccc(Cl)cc3)nc12 do in these assays?
A549 tox: 0%; Akt phos inh: inactive; Nrf2 inh: -28%; Nrf2 activator: 3.0%; EPAC2 agonist: 15%; EPAC2 antag: -18%; TGFb SMAD3 inh: inconclusive; CCT chaperon mod: -1.8; MmCpn inh: inconclusive

How did COc1cc(SC)ccc1C(=O)Nc1ccc2c(c1)CCN2S(C)(=O)=O do in these assays?
A549 tox: 2%; Akt phos inh: inactive; Nrf2 inh: inconclusive; Nrf2 activator: 2.7%; EPAC2 agonist: 5%; EPAC2 antag: 2%; TGFb SMAD3 inh: 0%; CCT chaperon mod: -0.8; MmCpn inh: -2%

What do the screens show for `C/C(=N\NC(=O)c1nnn(-c2nonc2N)c1CN1CCC(C)CC1)c1cccc(Br)c1`?
A549 tox: 3%; Akt phos inh: inactive; Nrf2 inh: 19%; Nrf2 activator: 0.2%; EPAC2 agonist: 5%; EPAC2 antag: -13%; TGFb SMAD3 inh: 3%; CCT chaperon mod: 2.5; MmCpn inh: 1%

Results for CCOC(=O)c1c(C)[nH]c(C)c1C(=O)COC(=O)c1sccc1C ?
A549 tox: -7%; Akt phos inh: inactive; Nrf2 inh: -11%; Nrf2 activator: 0.2%; EPAC2 agonist: -6%; EPAC2 antag: -5%; TGFb SMAD3 inh: 16%; CCT chaperon mod: -1.1; MmCpn inh: -3%

Results for COc1cc(CNC(=O)Nc2nc(C(N)c3ccccc3)cs2)cc(OC)c1OC (centres undefined) ?
Akt phos inh: inactive; Nrf2 activator: 4.4%; EPAC2 agonist: 0%; EPAC2 antag: -6%; TGFb SMAD3 inh: -19%; CCT chaperon mod: -0.7

What do the screens show for `COc1ccc(OC)c(NC(=O)CNC(=O)Cn2ccc3ccccc3c2=O)c1`?
A549 tox: 1%; Akt phos inh: inactive; Nrf2 inh: -10%; Nrf2 activator: 0.3%; EPAC2 agonist: 2%; EPAC2 antag: 13%; TGFb SMAD3 inh: -5%; CCT chaperon mod: -0.9; MmCpn inh: -2%

What do the screens show for `COc1cc(NS(=O)(=O)c2ccc(NC(=O)c3ccc(Cl)cc3Cl)cc2)nc(OC)n1`?
A549 tox: 10%; Nrf2 inh: -4%; Nrf2 activator: -0.8%; TGFb SMAD3 inh: 1%

What do the screens show for `c1ccc2c(c1)NC(c1ccncc1)n1c-2nc2ccccc21` (centres undefined)?
A549 tox: -9%; Akt phos inh: inactive; Nrf2 inh: -4%; Nrf2 activator: 7.9%; EPAC2 agonist: -6%; EPAC2 antag: -4%; TGFb SMAD3 inh: -9%; CCT chaperon mod: 1.1; MmCpn inh: -1%

What do the screens show for `CCN1CCN(c2cc(C)c3cc(NC(=S)N(CC)CC)ccc3n2)CC1`?
A549 tox: -3%; Akt phos inh: inactive; Nrf2 inh: 2%; Nrf2 activator: 0.1%; EPAC2 agonist: 5%; EPAC2 antag: 2%; TGFb SMAD3 inh: -12%; CCT chaperon mod: -0.8; MmCpn inh: 2%

Results for Cc1ccc(-n2nc3c(c2NC(=O)c2cccs2)CS(=O)(=O)C3)cc1C ?
A549 tox: -2%; Akt phos inh: inactive; Nrf2 inh: 5%; Nrf2 activator: -0.4%; EPAC2 agonist: -1%; EPAC2 antag: -4%; TGFb SMAD3 inh: 7%; CCT chaperon mod: -0.5; MmCpn inh: -1%

Results for O=C1c2ccccc2[C@@H]2Cc3csc[n+]3[C@H]12 ?
Akt phos inh: inactive; Nrf2 activator: inconclusive; EPAC2 agonist: 2%; EPAC2 antag: -1%; CCT chaperon mod: -0.4

How did COc1ccc(NC(=O)CN(C)C(=O)CCCSc2nc3ccccc3[nH]2)cc1 do in these assays?
A549 tox: -13%; Akt phos inh: inactive; Nrf2 inh: 9%; Nrf2 activator: 0.7%; EPAC2 agonist: 9%; EPAC2 antag: 13%; TGFb SMAD3 inh: -3%; CCT chaperon mod: -1.6; MmCpn inh: 3%

How did CC(Sc1nnc(-c2ccccc2F)n1C)C(=O)NC1CCCCC1 (centres undefined) do in these assays?
A549 tox: 3%; Akt phos inh: inactive; Nrf2 inh: -8%; Nrf2 activator: -0.5%; EPAC2 agonist: 8%; EPAC2 antag: 25%; TGFb SMAD3 inh: -4%; CCT chaperon mod: -2.7; MmCpn inh: 1%

Results for OC[C@H]1O[C@@H](c2nc(-c3ccccc3Br)no2)[C@H](O)[C@@H]1O ?
Akt phos inh: inactive; Nrf2 activator: -0.3%; EPAC2 agonist: 4%; EPAC2 antag: 9%; TGFb SMAD3 inh: -24%; CCT chaperon mod: 1.1

How did CCc1nc(NC(=O)NS(=O)(=O)c2ccccc2C(=O)OC)nc(OC)n1 do in these assays?
A549 tox: 16%; Akt phos inh: inactive; Nrf2 inh: 11%; Nrf2 activator: -0.8%; EPAC2 agonist: 13%; EPAC2 antag: 9%[57.1 µM]; TGFb SMAD3 inh: -1%; CCT chaperon mod: -0.8; MmCpn inh: -2%

Structural class: those above with a cyano group.
Results for N#CC1=C(N)Oc2cc(N)ccc2C1c1ccc(F)cc1F (centres undefined) ?
A549 tox: 12%; Akt phos inh: inactive; Nrf2 inh: -1%; Nrf2 activator: 6.2%; EPAC2 agonist: 3%; EPAC2 antag: inconclusive; TGFb SMAD3 inh: 3%; CCT chaperon mod: 0.0; MmCpn inh: 2%

How did Cc1cccc2cc(C#N)c(NCCCNS(=O)(=O)c3ccc(Cl)cc3)nc12 do in these assays?
A549 tox: 0%; Akt phos inh: inactive; Nrf2 inh: -28%; Nrf2 activator: 3.0%; EPAC2 agonist: 15%; EPAC2 antag: -18%; TGFb SMAD3 inh: inconclusive; CCT chaperon mod: -1.8; MmCpn inh: inconclusive
